POLB inh: blocks human DNA polymerase beta activity; P06746; Pol beta primer extension/strand displacement, fluorescence kinetic; Potency, µM (highest dose often 114 µM), without a hit: at the highest dose activity change, negative = inhibition, actives largely listed as inhibitors; 340,000 tested, 1.3% active; note: potency is the fitted concentration of half-maximal effect; % is set by controls: 0 for no effect and ±100 for the full control effect
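Preincubation: enzyme (10 nM) with compound, 15 min, RT. Reaction: substrate added to 50 nM final. Reads: 0 and 10 min. Analysis: normalized, Hill fit.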
APEX1 inh: inhibitors of human APE1 endonuclease; P27695; recombinant APE1, TAMRA/BHQ-2 abasic DNA cleavage fluorescence; Potency, µM (top dose mostly 65.8 µM), for the others: at the top dose activity change, negative = inhibition, most hits filed as inhibitors; 350,000 tested, 0.35% active;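 note: potency is the fitted concentration of half-maximal effect; plate controls were vehicle for no effect and reference inhibitor for full effect; nearly all actives have a fitted effect of over 55% in size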
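0.75 nM APE1 + cpd, 15 min RT; start w/ 50 nM TAMRA/BHQ-2 THF-abasic dsDNA; kinetic fluor 525/598 nm ×3 reads @60 s; Δ(read3−read1); normalized to DMSO and NSC13755 control wells.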
Pol iota inh: DNA polymerase iota (human) inhibition. Pol iota fluorescent replication assay, 10 min. Potency, µM (titrated, usually from 115 µM), inactives show top-dose activity, negative = inhibition, usual class: inhibitors. 390,000 tested, 1% active. AID 588590; note: potency is the fitted concentration of half-maximal effect
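Fluorescent replication assay read twice, at 0 min and 10 min after adding 50 nM (final) substrate. Enzyme (10 nM) and compounds were first incubated 15 min at room temperature; enzyme-free buffer wells were negative controls.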
POLK inh: inhibitors of human DNA polymerase kappa; Q9UBT6; purified Pol kappa, fluorescent DNA synthesis assay, 10 min; Potency, µM (doses to about 107 µM), without a hit: at the highest dose activity, negative = inhibition, hits mostly inhibitors; 400,000 tested, 0.53% active; note: potency is the fitted concentration of half-maximal effect; % is set by controls: 0 for no effect and ±100 for the full control effect
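Enzyme at 10 nM met test compounds for 15 min at room temperature. Substrate addition (50 nM final) began the reaction, which was monitored by fluorescence at 0 and 10 min.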
12-LOX inh: blocks human arachidonate 12S-lipoxygenase. P18054. purified 12hLO, xylenol orange hydroperoxide absorbance. Potency, µM (top dose mostly 108 µM), for inactives: at the highest dose activity change, negative = inhibition, most hits filed as inhibitors. 580,000 tested, 1.1% active; note: potency is the fitted concentration of half-maximal effect; % is set by controls: 0 for no effect and ±100 for the full control effect
Target sequence (P18054 whole entry, looked up): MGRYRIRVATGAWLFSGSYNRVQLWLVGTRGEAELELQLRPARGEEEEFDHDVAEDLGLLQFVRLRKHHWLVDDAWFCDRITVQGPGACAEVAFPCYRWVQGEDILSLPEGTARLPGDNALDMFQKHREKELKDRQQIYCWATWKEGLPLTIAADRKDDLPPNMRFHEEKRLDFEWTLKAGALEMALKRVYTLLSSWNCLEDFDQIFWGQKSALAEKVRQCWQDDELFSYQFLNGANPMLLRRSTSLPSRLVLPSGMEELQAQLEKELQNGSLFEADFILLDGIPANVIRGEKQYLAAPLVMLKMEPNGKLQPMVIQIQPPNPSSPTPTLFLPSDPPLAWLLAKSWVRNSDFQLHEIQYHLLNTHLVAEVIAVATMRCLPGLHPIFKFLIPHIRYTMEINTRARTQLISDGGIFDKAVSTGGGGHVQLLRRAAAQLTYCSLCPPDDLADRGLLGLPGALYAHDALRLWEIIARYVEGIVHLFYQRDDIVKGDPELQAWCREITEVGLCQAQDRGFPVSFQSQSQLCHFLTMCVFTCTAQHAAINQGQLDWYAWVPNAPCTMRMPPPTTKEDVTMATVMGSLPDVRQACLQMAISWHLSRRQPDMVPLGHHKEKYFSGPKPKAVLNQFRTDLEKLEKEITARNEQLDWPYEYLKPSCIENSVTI
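Purified human 12hLO at 150 nM in 25 mM Hepes, 0.01% Triton X-100, pH 7.0, preincubated 15 min at room temperature with compound. Reaction started with 40 uM arachidonic acid, 30 min at room temperature. Hydroperoxide measured by Fe-xylenol orange, 573/405 nm absorbance ratio.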
ERG Ets-DNA blk: blocks human ERG Ets domain binding to DNA; fluorescence polarization, His-ERG Ets domain / labelled DNA; AID 624246; Potency, µM (doses to about 76.9 µM), for the others: at the highest dose FP activity, negative = inhibition, most hits filed as inhibitors; 370,000 tested, 0.028% active; active = well fitted inhibition curve with a large enough effect in the polarisation, with a control signal flat; inconclusive = small, poorly fitted or top-dose-only effect, or effect the other way, or a change in a side signal; inactive = no such curve, though single readings can be large or run the other way; the % refers to the polarisation;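 note: polarization taken with two DNA probes labelled with fluorescein and Texas red; potency is the fitted concentration of half-maximal effect; % of control where 0% means no effect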
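His-tagged ERG Ets domain (1 uM in the protein solution; 300mM KCl, 50mM Tris-HCl, 1mM EDTA, 1mM DTT, pH 7.5) received compound, then a probe mix of 5 nM fluorescein-DNA and 100nM Texas-615-DNA. Fluorescence polarization was read for both dyes.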
Anesthetic bind: binds horse apoferritin like a general anesthetic | P02791 | apoferritin/1-aminoanthracene competitive binding, fluorescence | Potency, µM (titrated, usually from 77.5 µM), inactives show top-dose activity change, negative = displacement, usual class: inhibitors | 350,000 tested, 0.074% active; note: potency is the fitted concentration of half-maximal effect; % is set by controls: 0 for no effect and ±100 for the full control effect; nearly all actives have a fitted effect of over 20% in size
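Horse-spleen apoferritin (10 uM) was mixed with 50% saturated 1-aminoanthracene in PBS, exposed to compounds for 10 min at room temperature, and read for fluorescence (ex 380 nm, em 535 nm). Competitive displacement was fitted with a four-parameter Hill equation.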
TRHR agonist: agonists of human TRH receptor. P34981. TRHR cells, calcium flux fluo-8, FDSS agonist mode. activation, % at 2 µM. 360,000 tested, 0.18% active. AID 493084; in the data active = activation above about 30%; note: 0% is about no effect
Target sequence (P34981 whole entry, looked up): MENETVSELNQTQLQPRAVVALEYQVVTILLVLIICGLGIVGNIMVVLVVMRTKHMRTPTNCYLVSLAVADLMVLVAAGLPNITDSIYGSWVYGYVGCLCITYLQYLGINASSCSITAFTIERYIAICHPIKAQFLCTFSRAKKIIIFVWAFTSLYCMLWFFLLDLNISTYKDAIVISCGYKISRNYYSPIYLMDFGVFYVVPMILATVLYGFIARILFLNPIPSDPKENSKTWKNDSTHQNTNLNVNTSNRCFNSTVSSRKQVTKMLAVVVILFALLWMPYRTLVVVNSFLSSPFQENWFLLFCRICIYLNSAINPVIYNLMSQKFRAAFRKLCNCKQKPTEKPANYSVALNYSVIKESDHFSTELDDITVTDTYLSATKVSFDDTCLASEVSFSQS
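Fluo-8-loaded TRHR cells; 10 s baseline, compound added, kinetic Ca2+ fluorescence read 1/s, agonist mode.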
BLM helicase inh: Bloom syndrome helicase (human) inhibition; P54132; recombinant BLM DNA unwinding, fluorescence dequenching; Potency, µM (top dose mostly 56.1 µM), without a hit: top-dose activity change, negative = inhibition, hits mostly inhibitors; 350,000 tested, 0.2% active; AID 2528;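 note: potency is the fitted concentration of half-maximal effect; plate controls were vehicle for no effect and no enzyme for full effect; nearly all actives have a fitted effect of over 35% in size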
* = called active by the depositor; i = inactive; ? = inconclusive; . = no result given; & = joins results of further samples; [ ] = dose if it differs, or a comment. Unless noted, calls come from the whole dose curve; as a rule, active = well fitted curve in the direction sought with a large enough effect; inconclusive = small, poorly fitted or top-dose-only effect, or another doubt; inactive = no such curve, though single readings can be large; an effect the other way counts as inactive or inconclusive. The list is partial. The share of hits here may be higher or lower than overall.

SMILES	POLB inh	APEX1 inh	Pol iota inh	POLK inh	12-LOX inh	ERG Ets-DNA blk	Anesthetic bind	TRHR agonist	BLM helicase inh
Cc1cccc(NC(=O)CSc2nc(C)nc3c2c(=O)n(C)c(=O)n3C)c1	18%	-3%	5%	-6%	1%[57.4 µM]	-4%	0%	-0.3	3%
CC(C)C(C)(C#N)NC(=O)CSc1nnc(-c2ccccc2)o1 (configuration not stated)	2%	2%	-14%	6%	329%[activator]	9%	-3%	0.2	-3%
COc1ccc(-c2cc(C(F)(F)F)nc(N3CCN(c4ccc(F)cc4)CC3)n2)cc1OC	18%	6%	23%	-18%	0%	-1%	-11%	-0.6	0%
CC(C)(C)NC(=O)CCN(/N=C/c1ccc([N+](=O)[O-])o1)C1=NS(=O)(=O)c2ccccc21	-3%	1%	5%	-12%	-10%	-7%	-7%	-0.1	-1%
Cc1c(N=C2SCC(=O)N2/N=C/c2ccccc2)c(=O)n(-c2ccccc2)n1C	15%	-2%	16%	-19%	0%	1%	4%	0.0	4%
OC(CN1C2=NCCN2c2ccccc21)c1ccc(Br)cc1 (configuration not stated)	-1%	?	-2%	-3%	0%	5%	-18%	2.0	-9%
O=C(Nc1c2c(nn1-c1ccc(F)cc1)CS(=O)(=O)C2)c1ccc2c(c1)OCO2	-2%	7%	-3%	10%	-22%	11%	-11%	-0.2	0%
O=C(c1cccs1)N1CCCC(c2nc(-c3ccc(F)cc3)no2)C1 (configuration not stated)	-26%	-3%	?	-10%	-22%	1%	?	-1.7	-3%
CCOC(=O)C1CCCCN1C(=O)CCc1c(C)nc2ncnn2c1C (configuration not stated)	-12%	-2%	16%	1%	-18%	5%	-6%	-0.6	-4%
COC(=O)c1ccccc1NC(=O)c1ccc(COc2ccccc2)o1	3%	0%	?	-15%	?	6%	?	1.0	-4%
CCC(=O)Nc1nc(NCc2ccccc2OC)n(-c2ccccc2)n1	56%	9%	5%	1%	i	-5%	-7%	0.3	0%
COc1cccc(/C=N/NC(=S)NC2CC3CC2C2C=CCC32)c1O (configuration not stated)	32%	2%	-15%	-13%	238%[activator]	-7%	2%	1.1	-4%
O=C(CN1CCCC1)Nc1ccc(Cl)cc1C(F)(F)F	1%	4%	41%	8%	2%	2%	-4%	0.5	-1%
CC(=O)N1c2ccccc2Sc2ccccc21	38%	21%	-24%	-12%	-11%	-3%	-15%	-1.0	-3%
CS(=O)(=O)N1CCCC(C(=O)NCc2ccccc2Cl)C1 (configuration not stated)	-19%	2%	-12%	-5%[60.1 µM]	19%	.	3%	-1.4	0%

In the list so far, these have an aryl thioether with sulfur outside any ring.
SMILES	POLB inh	APEX1 inh	Pol iota inh	POLK inh	12-LOX inh	ERG Ets-DNA blk	Anesthetic bind	TRHR agonist	BLM helicase inh
Cc1cccc(NC(=O)CSc2nc(C)nc3c2c(=O)n(C)c(=O)n3C)c1	18%	-3%	5%	-6%	1%[57.4 µM]	-4%	0%	-0.3	3%
CC(C)C(C)(C#N)NC(=O)CSc1nnc(-c2ccccc2)o1 (configuration not stated)	2%	2%	-14%	6%	329%[activator]	9%	-3%	0.2	-3%

(list continues)
SMILES	POLB inh	APEX1 inh	Pol iota inh	POLK inh	12-LOX inh	ERG Ets-DNA blk	Anesthetic bind	TRHR agonist	BLM helicase inh
CCOC(=O)c1nnsc1NC(=O)Nc1ccc(OC)cc1	?	-4%	113%[activator]	-9%	-26%	0%	-4%	0.3	-18%
CCc1ccccc1NC(=O)CN1C(=O)CCn2nc(-c3cccn3C)cc21	6%	.	25%	-13%[60.1 µM]	-21%	0%	1%	0.0	-1%
C=CCN1C(=O)C2C(C(=O)NCc3ccccc3)C3C=CC2(O3)C1C(=O)NC(C)(C)C (configuration not stated)	19%	-3%	9%	-8%	-3%	0%	-7%	0.1	-2%
C=CC[C@@H](CC(=O)NCCO)C(=O)NC[C@H](OC(=O)[C@@H](CC=C)Cc1ccc(F)cc1)c1ccccc1	.	10%	18%	1%	-2%	6%	.	.	.
CCn1cc(S(=O)(=O)CC(=O)Nc2ccc(OC)cc2)c2ccccc21	-17%	0%	11%	-13%	-5%	-3%	0%	-0.6	-3%
CCOC(=O)C1CCN(C(=O)c2ccc(NS(=O)(=O)c3ccc(F)cc3C)cc2)CC1	2%	1%	96%[activator]	0%	-6%	-15%	-18%	-1.6	-2%
Cc1nn2c(-c3ccc(Cl)cc3Cl)nnc2s1	3%	-8%	-9%	-24%	-2%	4%	-10%	-1.2	2%
Cc1ccc(N2CCN(C(=O)c3cnc(N4CCCCC4)c4ccccc34)CC2)c(C)c1	-22%	.	-16%	-8%[60.1 µM]	-24%&0%	-3%	49%[activator]	-0.1	-8%
Cc1ccc(CS(=O)Cc2ccc(C(=O)NCc3cccs3)o2)cc1 (configuration not stated)	2%	1%	11%	-9%	15%	-9%	-10%	-0.6	4%
CN1CCN(S(=O)(=O)c2ccc(C#N)cc2)C(c2ccccc2)C1 (configuration not stated)	.	-9%	20%	3%	3%	-1%	.	-0.1	.
COc1ccc(/C=C2\CN(Cc3ccccc3)C/C(=C\c3ccc(OC)cc3OC)C2=O)c(OC)c1	-3%	-3%	14%	-5%	0%	-4%	?	-2.4	-5%
O=C(Cn1cc(/C=N/NC(=O)c2cccc3ccccc23)c2ccccc21)Nc1ccc(F)cc1	12%	?	6%	6%	-9%	-21%	90%[activator]	-1.2	-3%
COc1cccc(CC2(CO)CCN(Cc3ccc(NC(C)=O)cc3)CC2)c1	-16%	-1%	104%[activator]	-12%	-2%	17%	-11%	0.7	1%
CC(C)c1nnc(SCC(=O)N2CCc3ccccc32)n1C	1%	4%	-2%	-4%	23%	2%	4%	-0.2	2%
Cc1ccccc1OCCC(=O)Nc1c(C)n(C)n(-c2ccccc2)c1=O	-29%	0%	14%	-5%	-14%	2%	-9%	0.1	0%
CCn1c(SCC(=O)N2CCc3ccccc32)nnc1-c1ccncc1	2%	2%	18%	-4%	0%	-3%	-11%	0.1	-2%
CSc1nc(-c2ccccc2)nc(C(C)C)n1	.	20%	-9%	-14%	12%	5%	.	-0.4	.
Cc1cc(Oc2ccc(=O)n(C)n2)nc(Oc2ccc(=O)n(C)n2)n1	0%	-3%	14%	-7%	276%[activator]	-11%	18%	0.3	-2%
COC(=O)c1c(-c2cccs2)csc1NC(=O)c1ccc(C)cc1	1%	.	27%	0%	7%	4%	-4%	0.8	-6%
Cc1cc(C)nc(SCC(=O)NN=Cc2ccc(C)o2)n1	.	-15%	20%	-16%	?	-9%	.	.	.
CN(C)c1nn(C(=O)Nc2ccc(Cl)cc2Cl)cc1-c1ccccc1	35%	-6%	32%[activator]	-11%	-2%	2%	?	-0.3	3%
CCc1ccc2c(c1)NC(c1ccc(OC)cc1)=NC(c1ccncc1)=N2	21%	.	8%	-25%	?	-6%	-12%	-1.6	-3%
Cc1nc(SCc2ccccc2)[nH]c(=O)c1CC(=O)OCC(C)C	22%	30%	8%	7%	?	-4%	-14%	-0.2	0%
Cc1ccc(NC(=O)CNc2cccc(S(=O)(=O)N3CCOCC3)c2)cc1F	.	4%	17%	-12%	?	0%	.	0.0	.
CC(C)(C)NC(=O)CN(C(=O)CNC(=O)c1cccs1)c1ccc2c(c1)OCCO2	14%	3%	12%	0%	1%	2%	0%	0.6	-1%
COc1ccc(Cl)cc1NC(=O)CN1CCc2ccccc21	-12%	1%	7%	-9%	-14%	5%	-21%	1.5	-1%
COc1cc(NC(=O)CSc2nc3cc(C)ccc3cc2C)c(C(=O)O)cc1OC	-10%	4%	4%	-17%	-21%	3%	6%	0.0	-1%
O=C(CCNC(=O)c1ccc([N+](=O)[O-])cc1)NCCc1ccc(Cl)cc1	-2%	72%[activator]	42%[activator]	-1%	?	-2%	0%	-1.2	0%
CC(Cc1ccccc1)C(=O)N(C)Cc1cccnc1 (configuration not stated)	-1%	2%	15%	12%	0%	-2%	1%	-0.1	0%
COc1ccc(N2CC(NC(=O)C(c3ccccc3)c3ccccc3)CC2=O)cc1OC (configuration not stated)	3%	.	14%	-11%[60.1 µM]	0%	-4%	4%	-0.1	-2%
c1cncc(-c2nc(N3CCOCC3)c3ccccc3n2)c1	3%	1%	16%	-3%[60.1 µM]	.	.	-10%	-1.3	-9%
O=c1[nH]c2cc3c(cc2cc1CN(CCO)S(=O)(=O)c1ccccc1)OCCO3	5%	-1%	25%	-4%	1%	-8%	1%	0.7	1%
CSc1nc(N)nc(SCCS(=O)(=O)c2ccc(Cl)cc2)c1C#N	-1%	4%	-7%	-21%	0%	6%	1%	1.4	1%
Cc1ccc(NC(=O)CCNC(=O)Cn2ccc3ccccc3c2=O)cc1F	24%	7%	34%[activator]	6%	?	3%	-8%	-1.1	-4%
Cc1sc2ncnc(N3CCN(S(=O)(=O)c4ccc(Br)cc4)CC3)c2c1C	.	.	23%	-8%	346%[activator]	30%	.	.	.
COc1cccc(CC(=O)Nc2cc(S(=O)(=O)N3CCOCC3)ccc2N2CCOCC2)c1	-16%	2%	122%[activator]	-11%	8%	-2%	-18%	2.1	2%
O=C(Nc1ccccc1C(=O)Nc1ccc(Cl)cc1)c1cccnc1	25%	13%	30%[activator]	8%	57%[activator]	-7%	-13%	0.5	-5%
CC(=O)NC(NC(=S)Nc1ccc(C)cc1C)C(Cl)(Cl)Cl (configuration not stated)	3%	2%	4%	-5%	?	-4%	-8%	0.2	-5%
CN1CCN(C(=O)C2CCN(c3ncnc4c3nc3n4CCCCC3)CC2)CC1	26%	5%	-17%	15%	-11%	12%	4%	0.4	-2%
CCCCN1C(=O)C(=O)N(CC(=O)N2N=C3/C(=C/c4ccco4)CCCC3C2c2ccco2)C1=O (configuration not stated)	-9%	-15%	30%[activator]	-3%	0%	-14%	-16%	-0.6	1%

High-throughput results deposited in PubChem BioAssay by National Center for Advancing Translational Sciences (NCATS).
